Screening data deposited in PubChem BioAssay by several laboratories.
Rac1 wt GTP bind – human Rac1 wildtype GTP binding, inhibitors and activators | GTP binding activity (% of control), % at 10 µM | P63000 | GST-Rac1 beads, fluorescent GTP binding, flow cytometry; actives lie on both sides; 0 = cold GTP competed, 100 = untreated | AID 757 | 190,000 compounds, 0.27% hits;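 active means GTP binding activity at least 20 points away from the 100% control level, either lower or higher; inconclusive means compound flagged as likely green fluorescent, judged across all proteins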
Pf gametocyte – kills late stage P. falciparum gametocytes; P. falciparum stage V gametocytes, ATP luminescence, 24 h; inhibition, % at 10.9 µM; 150,000 compounds, 0.065% hits;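 active means inhibition above the mean plus 3 SD of compounds within the control limits, set per campaign, cut at about 38% in these data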;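 further: 0% = DMSO wells and 100% = medium only without gametocytes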
Cdc42 wt GTP – changes GTP binding to wildtype human Cdc42 | GST-Cdc42 beads, Bodipy-GTP binding, flow cytometry; actives lie on both sides | percent activity (GTP binding), % at 10 µM | 190,000 compounds, 0.2% hits;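 active means percent activity GTP binding at least 20 points away from the 100% baseline, either down as inhibitor or up as activator; inconclusive means compound flagged as likely green fluorescent from well-wide comparison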;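 further: median bead fluorescence of bound Bodipy-FL-GTP at 100 nM; 0% = excess unlabeled GTP control and 100% = no compound control; below 100% means less GTP binding so inhibitor and above means activator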
Target sequence (P60953 whole entry, looked up): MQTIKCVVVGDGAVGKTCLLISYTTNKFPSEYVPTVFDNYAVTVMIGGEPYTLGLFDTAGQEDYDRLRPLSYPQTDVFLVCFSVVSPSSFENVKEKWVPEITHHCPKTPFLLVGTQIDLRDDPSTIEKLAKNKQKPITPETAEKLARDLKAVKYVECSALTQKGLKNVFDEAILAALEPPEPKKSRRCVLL
Rab2A wt mod – changes GTP binding to wildtype dog Rab2A, up or down; P61105; GST-Rab2 wt beads, Bodipy-GTP binding, flow cytometry; GTP binding activity, % at 10 µM; 190,000 compounds, 0.19% hits; AID 760;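 active means GTP binding activity at least 20 points away from 100%, either lowered or raised; inconclusive means signal likely due to the compound's own green fluorescence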;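 further: 0% = beads with excess unlabeled GTP and 100% = no-compound control corrected for plate trend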
ABCB1 inh – blocks JC-1 efflux by human ABCB1 transporter. P08183. CCRF-Adr cells, flow cytometry. inhibition, % at 6.6 µM. 190,000 compounds, 0.067% hits; in the data active means inhibition above about 40%;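 further: 0% = vehicle and 100% = reference inhibitor; higher value means more JC-1 retained so stronger ABCB1 efflux block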
Rab7 wt modul – dog Rab7 wildtype GTP binding, inhibitors and activators | GST-Rab7 beads, fluorescent GTP binding, flow cytometry; actives lie on both sides; untreated = 100%, excess cold GTP = 0% | 190,000 compounds, 0.055% hits | AID 758 | GTP binding activity (percent of control), % at 10 µM;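 active means fluorescent GTP binding to Rab7 beads changed by at least 20 points from the 100% baseline, either direction, mostly lower; inconclusive means compound itself probably fluorescent, or too few beads counted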;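 further: median green fluorescence of bound Bodipy-FL-GTP per Rab7 bead population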
GSH fluor – GSH bead compound fluorescence profile; fluorescence (KMESF) at 10 µM; AID 1776; GSH beads flow cytometry, compound fluorescence 488/530 nm; stronger effect = higher value; 190,000 compounds, 0.25% hits; in the data active means fluorescence above about 89;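 further: glutathione beads carrying GST-tagged Bcl family fusion proteins plus one bare bead set; values are compound well signal with DMSO vehicle wells as background; inactives centre near 16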
ABCG2 inh – blocks JC-1 efflux by human ABCG2 transporter; Q9UNQ0; IgMXP3 cells, flow cytometry; inhibition, % at 6.6 µM; 190,000 compounds, 0.1% hits; AID 1325;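 active means inhibition above 80%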;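 further: 0% = DMSO and 100% = nicardipine control wells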
Target sequence (Q9UNQ0 whole entry, looked up): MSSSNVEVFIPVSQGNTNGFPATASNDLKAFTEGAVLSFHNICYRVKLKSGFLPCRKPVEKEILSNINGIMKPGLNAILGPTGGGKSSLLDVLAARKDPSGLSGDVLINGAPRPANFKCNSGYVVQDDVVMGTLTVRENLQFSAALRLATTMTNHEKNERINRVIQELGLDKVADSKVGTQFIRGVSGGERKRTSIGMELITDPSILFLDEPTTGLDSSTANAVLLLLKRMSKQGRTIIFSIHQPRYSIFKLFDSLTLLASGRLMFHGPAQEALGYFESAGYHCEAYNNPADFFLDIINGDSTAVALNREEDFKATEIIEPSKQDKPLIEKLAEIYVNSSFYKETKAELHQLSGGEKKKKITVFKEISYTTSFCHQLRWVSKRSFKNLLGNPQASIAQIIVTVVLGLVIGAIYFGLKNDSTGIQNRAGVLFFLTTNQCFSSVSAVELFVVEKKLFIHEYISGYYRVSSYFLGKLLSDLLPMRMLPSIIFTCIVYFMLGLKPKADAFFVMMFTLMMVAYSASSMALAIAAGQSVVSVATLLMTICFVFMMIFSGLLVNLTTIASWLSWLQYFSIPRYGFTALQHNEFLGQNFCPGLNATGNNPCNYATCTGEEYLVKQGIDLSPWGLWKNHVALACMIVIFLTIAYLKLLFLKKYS
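Test system: ABCG2 IgMXP3 and barcoded ABCB1 CCRF-Adr cell mix; Schedule: cells with compound and JC-1, 10 min at 25 °C, rotating, no wash; Technique: flow cytometry of retained JC-1 fluorescence; Measure: % inhibition of efflux relative to nicardipine and DMSO; Controls: nicardipine high and DMSO low controls.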
Avidin bead fluor – avidin bead compound fluorescence profile | Avidin beads, compound fluorescence 488/530 nm, flow cytometry; stronger effect = higher value | fluorescence (KMESF) at 10 µM | 220,000 compounds, 0.38% hits; in the data active means fluorescence above about 47; further: inactives centre near 10
Rac1 mut GTP – alters GTP binding to activated mutant human Rac1; percent activity (GTP binding), % at 10 µM; GST-Rac1 activated beads, fluorescent GTP binding, flow cytometry; actives lie on both sides; 100% means binding = to untreated wells; P63000; AID 764; 190,000 compounds, 0.11% hits;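 active means GTP binding at least 20 percentage points away from the 100% baseline, in either direction, so actives lie on both sides; inconclusive means Compound likely fluorescent itself, or too few beads counted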
HRas wt GTP – modulators of GTP binding to human HRas wildtype; P01112; GST-Ras wt beads, Bodipy-FL-GTP binding, flow cytometry; actives lie on both sides; GTP binding activity, % at 10 µM; 190,000 compounds, 0.14% hits; AID 759;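 active means GTP binding activity at least 20% away from the 100% baseline, either lowered as inhibitor or raised as activator; inconclusive means flagged as likely green fluorescent, judged across all proteins in the well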;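 further: 0% = unlabeled GTP competition control and 100% = no-compound control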
Target sequence (P01112 whole entry, looked up): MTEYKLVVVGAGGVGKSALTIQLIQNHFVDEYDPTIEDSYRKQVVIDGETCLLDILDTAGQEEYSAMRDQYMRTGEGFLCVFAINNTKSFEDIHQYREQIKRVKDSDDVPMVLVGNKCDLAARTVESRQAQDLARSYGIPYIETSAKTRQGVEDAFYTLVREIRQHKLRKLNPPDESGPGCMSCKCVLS
* hit, by the source's call; u = inconclusive; x = no result given.

cpd	SMILES	Pf gametocyte	Rac1 wt GTP bind	ABCG2 inh	Cdc42 wt GTP	HRas wt GTP	ABCB1 inh
1	COc1cc(/C=N/NC(=S)Nc2cccnc2)cc(OC)c1O	5	77*	10	86	87	2.4
2	O=C(Nc1cccc(F)c1)c1ccc(S(=O)(=O)N2CCCC2)cc1	x	107	0	102	101	-2.4
3	Nc1nc(-c2ccccc2)c(-c2ccccc2)s1	-9	99	0	101	99	0.0
4	CC(=O)c1ccc(NC(=O)CO/N=C(\C)c2cccs2)cc1	5	105	16	103	100	2.0
5	Cc1ccc(S(=O)(=O)NC(C)(C)CSc2nnc(N)s2)cc1	4	95	-1	97	97	-3.1
6	COc1ccc(NC(=O)Cn2cccc2)cc1Cl	x	104	2	104	103	0.0
7	O=[N+]([O-])c1ccccc1Oc1ccccc1Cl	14	100	18	101	96	1.3
8	CCNC(=O)/C(=C/c1ccc2c(c1)OCO2)NC(=O)c1ccc(Br)cc1	x	98	2	100	101	0.0
9	Oc1ccc(/C=N/NC(=S)NCCN2CCOCC2)c(O)c1	-27	99	4	95	101	0.4
10	CCCc1cc(C(=O)NCCc2ccccc2)no1	x	106	-2	103	102	-1.4
11	O=C(Nc1ccc2c(c1)OCO2)N1CCC(CO)(CC2CCCCO2)CC1 (stereo not drawn)	17	99	2	97	97	0.5
12	CC(C)Oc1cccc(-c2nnc(SCC(=O)Nc3ccc4c(c3)OCCO4)n2N)c1	-6	102	2	100	100	0.3
13	CCn1ccnc1CN1CCc2c([nH]c3ccccc23)C1C1CCCCC1 (stereo not drawn)	x	98	1	97	96	0.1
14	Cn1c2c(c(=O)[nH]c1=O)C(c1cccc(O)c1)C1=C(N2)c2ccccc2C1=O (stereo not drawn)	-1	100	2	96	95	0.4
15	COc1ccc(N2CCN(C(=O)c3ccc(C)cc3Cl)CC2)cc1	x	93	1	95	96	0.4

cpd	GSH fluor	Rac1 mut GTP	Rab2A wt mod	Avidin bead fluor	Rab7 wt modul
1	7	89	85	12	96
2	25	101	102	8	102
3	9	100	98	16	95
4	13	100	100	13	102
5	23	95	94	15	94
6	11	101	103	8	103
7	13	97	95	12	99
8	25	98	102	13	101
9	12	95	96	14	100
10	17	98	101	6	104
11	18	97	98	9	98
12	21	98	100	41	101
13	13	98	98	9	95
14	21	93	94	11	94
15	26	95	96	14	92

(further entries)
cpd	SMILES	Pf gametocyte	Rac1 wt GTP bind	ABCG2 inh	Cdc42 wt GTP	HRas wt GTP	ABCB1 inh
16	Cc1cc(/C([O-])=C(/C(=S)Nc2ccccc2)[n+]2ccccc2)c(C)n1-c1ccccc1	x	101	2	98	100	1.2
17	Cc1nn(CC2CC2)c(=O)n1-c1ccc(Cl)cc1	-35	96	4	102	94	0.5
18	Nc1ccc(Oc2ccc3nc(-c4ccccc4)c(-c4ccccc4)nc3c2)cc1	-6	102	5	104	104	1.2
19	COC(=O)C(C(=O)N1CCN(C)CC1)C1CCCCCC1 (stereo not drawn)	22	103	1	103	101	0.1
20	CCOc1nc(NC(=O)NS(=O)(=O)Oc2ccccc2Cl)nc(-c2ccccc2)n1	x	103	1	102	101	0.4
21	COc1ccccc1CNC(=O)COC(=O)c1cc(C)oc1C	12	102	8	102	98	1.7
22	CCOc1ccc2[nH]cc(C(=O)O)c(=O)c2c1	1	97	0	100	98	0.1
23	CCCNC(=O)c1cc2cc([N+](=O)[O-])ccc2s1	-33	98	12	95	97	1.4
24	O=[N+]([O-])c1ccc(NC(=S)N2CCN(c3ccc(F)cc3)CC2)cc1	x	104	23	102	100	-0.3
25	O=C(CN1CCC(O)(c2ccccc2)CC1)Nc1ccc2c(c1)OCCO2	2	100	-2	97	96	0.5
26	COc1ccc(C(=O)NCc2nnc(SCC(=O)Nc3nnc(C)s3)o2)cc1OC	x	96	8	96	100	0.4
27	O=C(c1ccc(F)cc1F)N(Cc1ccccn1)Cc1ccco1	-8	96	6	99	99	1.8
28	O=C1SC(c2ccccc2)=N/C1=C/c1ccco1	x	103	x	104	102	x
29	CC#CCCCC(=O)Nc1cc(OC)nc(OC)n1	14	105	21	105	102	1.9
30	CC(C)OC(=O)CSc1nc(N)c(C#N)c(-c2ccco2)c1C#N	19	102	1	100	98	0.0

cpd	GSH fluor	Rac1 mut GTP	Rab2A wt mod	Avidin bead fluor	Rab7 wt modul
16	28	98	99	8	98
17	21	93	98	10	98
18	20	100	105	9	104
19	23	100	103	14	104
20	32	97	100	6	102
21	13	97	98	7	102
22	32	96	97	13	97
23	12	93	97	10	101
24	15	99	102	11	102
25	14	93	95	12	103
26	10	95	99	10	109
27	47	96	97	4	97
28	17	101	103	5	104
29	10	100	100	23	102
30	7	99	99	22	100

Continuation.
cpd	SMILES	Pf gametocyte	Rac1 wt GTP bind	ABCG2 inh	Cdc42 wt GTP	HRas wt GTP	ABCB1 inh
31	O=C(CN(C1CCCCC1)S(=O)(=O)c1ccc(Cl)cc1)NCc1cccnc1	-1	106	4	103	103	1.6
32	CN(C)CCCN=Cc1c(-c2ccccc2)[nH]n(-c2nc3ccccc3s2)c1=O	-6	100	0	96	97	-0.2
33	CCOc1cc(-c2c(C)c(C)nc(N)c2C#N)ccc1O	-22	105	46	99	101	1.8
34	COc1cc(C(=O)Nc2sc(C(=O)N3CCOCC3)c(C)c2C#N)cc(OC)c1OC	x	106	1	102	103	0.2
35	CSCCC1NC(=O)N(CC(=O)N2N=C(c3ccc(Cl)cc3)CC2c2ccco2)C1=O (stereo not drawn)	11	97	8	95	95	1.3
36	COc1ccccc1NC(=O)CCn1cccc1	x	101	1	100	99	-0.1
37	COc1ccc(-c2cc3nc(C)cc(N)n3n2)cc1	x	90	4	95	94	0.6
38	Nc1cc(N)nc(SCC(=O)NNC(=O)Cc2ccccc2)n1	x	96	0	91	94	0.2
39	COCCNS(=O)(=O)c1cc(OC)c(Cl)cc1Cl	x	105	2	106	103	0.5
40	COc1ccccc1NS(=O)(=O)c1cccc(C(=O)OCc2nc3ccccc3s2)c1	2	105	9	103	100	0.2
41	Cc1[nH]c2ccccc2c1C(=O)CN1CCSCC1	x	102	12	105	103	1.6
42	O=C1c2ccccc2-c2onc3ccc(Oc4ccccc4)c1c23	x	79*	30	78*	81	3.8
43	C=CCSc1nc(C)c(CCC(C)C)c(=O)[nH]1	4	97	6	96	97	0.6
44	CCOC(=O)COn1c(=O)c(=O)n(O)c2ccccc21	0	102	1	99	99	0.5
45	O=C(NC12CC3CC(CC(C3)C1)C2)c1ccc(S(=O)(=O)N2CCOCC2)cc1	0	111	4	107	106	0.2

cpd	GSH fluor	Rac1 mut GTP	Rab2A wt mod	Avidin bead fluor	Rab7 wt modul
31	17	102	105	7	101
32	12	97	99	24	107
33	22	98	100	36	97
34	10	103	101	9	100
35	11	96	96	8	105
36	47	98	100	10	97
37	13	91	91	37	94
38	14	92	95	9	104
39	28	101	102	18	100
40	4	100	102	12	96
41	21	101	102	9	99
42	23	68*	79*	5	88
43	10	92	99	6	101
44	6	98	97	12	97
45	11	102	108	8	106

Single records, from the list above. Values in the order: Pf gametocyte, Rac1 wt GTP bind, ABCG2 inh, Cdc42 wt GTP, HRas wt GTP, ABCB1 inh, GSH fluor, Rac1 mut GTP, Rab2A wt mod, Avidin bead fluor, Rab7 wt modul
CSCCC1NC(=O)N(CC(=O)N2N=C(c3ccc(Cl)cc3)CC2c2ccco2)C1=O (stereo not drawn) as listed: 11, 97, 8, 95, 95, 1.3, 11, 96, 96, 8, 105
COCCNS(=O)(=O)c1cc(OC)c(Cl)cc1Cl as listed: x, 105, 2, 106, 103, 0.5, 28, 101, 102, 18, 100
CN(C)CCCN=Cc1c(-c2ccccc2)[nH]n(-c2nc3ccccc3s2)c1=O as listed: -6, 100, 0, 96, 97, -0.2, 12, 97, 99, 24, 107
COc1ccccc1NS(=O)(=O)c1cccc(C(=O)OCc2nc3ccccc3s2)c1 as listed: 2, 105, 9, 103, 100, 0.2, 4, 100, 102, 12, 96
COc1ccc(-c2cc3nc(C)cc(N)n3n2)cc1 as listed: x, 90, 4, 95, 94, 0.6, 13, 91, 91, 37, 94

The results go on.
cpd	SMILES	Pf gametocyte	Rac1 wt GTP bind	ABCG2 inh	Cdc42 wt GTP	HRas wt GTP	ABCB1 inh
46	O=C(COc1ccc2ccccc2c1)Nc1ccc2c3c(cccc13)CC2	10	u	-8	u	u	-0.3
47	CN(C)c1ccc(/C=C/C(=O)c2cccc(Br)c2)cc1	-21	u	42	u	u	26
48	CCOc1ccccc1OCC(=O)NCCc1ccc(S(N)(=O)=O)cc1	0	96	1	96	96	0.7
49	Cc1ccc(-c2cc(C(=O)NCCc3ccc(S(N)(=O)=O)cc3)c3ccccc3n2)cc1	-13	98	5	92	96	-0.1
50	N/C(=N\OC(=O)COc1ccc(Cl)cc1Br)c1ccncc1	x	102	5	95	95	0.2
51	CCOC(=O)C1=C(C)NC(C)=C(C(=O)OCC)C1c1ccccn1	8	109	0	105	104	0.3
52	CCc1ccc(CN2CCC(CO)(CC3CCCCO3)CC2)o1 (stereo not drawn)	-17	103	1	98	97	0.5
53	CC1CCN(C(=S)c2cn(Cc3ccccc3F)c3ccccc23)CC1	x	102	2	100	98	0.3
54	COc1ccccc1CN1C[C@@H]2C[C@@H](c3ccc4nsnc4c3)N3CCC[C@@]23C1=O	-2	95	4	97	94	3.2
55	COc1ccc(CN(Cc2ccccn2)S(=O)(=O)c2ccc(-n3cnnn3)cc2)cc1	x	102	11	102	100	2.9
56	O=C(CCn1c2c(c3ccccc31)CCCC2)NNC(=O)c1ccc([N+](=O)[O-])cc1	-2	100	0	100	98	0.0
57	CC1(C)C(=O)OC(C(=O)c2ccccc2)C2(CCCCC2)C1=O (stereo not drawn)	x	106	0	102	103	0.0
58	COc1cc(C2C(C#N)=C(N)Oc3cc(N(C)C)ccc32)cc2c1OCO2 (stereo not drawn)	x	102	2	100	101	0.7

cpd	GSH fluor	Rac1 mut GTP	Rab2A wt mod	Avidin bead fluor	Rab7 wt modul
46	9	u	u	12	u
47	35	u	u	34	u
48	9	96	95	24	97
49	16	93	95	10	95
50	23	95	95	13	96
51	252*	102	103	7	103
52	12	96	99	21	96
53	46	98	97	7	98
54	11	95	97	2	96
55	11	101	97	24	98
56	12	96	98	12	98
57	10	104	100	5	99
58	7	96	98	10	101
